COUP-TFII inh: inhibitors of human COUP-TFII (NR2F2) | P24468 | HEK293T NGFI-A luciferase reporter, luminescence | inhibition, % at 8.6 µM | 0.7% of 370,000 active | AID 686940;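 active = inhibition above a per-plate cutoff, mean inhibition of test wells between control levels plus 3 SD, cut at about 38% in these data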;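 also: cells cotransfected with COUP-TFII expression vector driving the NGFI-A reporter; 0% = median of COUP-TF2 test wells and 100% = reporter-only cells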
NCOA2 inhibitor: human SRC2 (NCOA2) inhibition | HEK293 GAL4-SRC2 luciferase reporter, luminescence | inhibition, % at 9 µM | AID 651957 | 0.17% of 370,000 active | Q15596;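 active = inhibition above the mean inhibition of all tested compounds plus 3 SD, set per campaign, cut at about 52% in these data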;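 also: 0% = DMSO treated cells and 100% = cells given Gossypol at 36 µM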
Target sequence (Q15596 whole entry, looked up, the tested form may be a part): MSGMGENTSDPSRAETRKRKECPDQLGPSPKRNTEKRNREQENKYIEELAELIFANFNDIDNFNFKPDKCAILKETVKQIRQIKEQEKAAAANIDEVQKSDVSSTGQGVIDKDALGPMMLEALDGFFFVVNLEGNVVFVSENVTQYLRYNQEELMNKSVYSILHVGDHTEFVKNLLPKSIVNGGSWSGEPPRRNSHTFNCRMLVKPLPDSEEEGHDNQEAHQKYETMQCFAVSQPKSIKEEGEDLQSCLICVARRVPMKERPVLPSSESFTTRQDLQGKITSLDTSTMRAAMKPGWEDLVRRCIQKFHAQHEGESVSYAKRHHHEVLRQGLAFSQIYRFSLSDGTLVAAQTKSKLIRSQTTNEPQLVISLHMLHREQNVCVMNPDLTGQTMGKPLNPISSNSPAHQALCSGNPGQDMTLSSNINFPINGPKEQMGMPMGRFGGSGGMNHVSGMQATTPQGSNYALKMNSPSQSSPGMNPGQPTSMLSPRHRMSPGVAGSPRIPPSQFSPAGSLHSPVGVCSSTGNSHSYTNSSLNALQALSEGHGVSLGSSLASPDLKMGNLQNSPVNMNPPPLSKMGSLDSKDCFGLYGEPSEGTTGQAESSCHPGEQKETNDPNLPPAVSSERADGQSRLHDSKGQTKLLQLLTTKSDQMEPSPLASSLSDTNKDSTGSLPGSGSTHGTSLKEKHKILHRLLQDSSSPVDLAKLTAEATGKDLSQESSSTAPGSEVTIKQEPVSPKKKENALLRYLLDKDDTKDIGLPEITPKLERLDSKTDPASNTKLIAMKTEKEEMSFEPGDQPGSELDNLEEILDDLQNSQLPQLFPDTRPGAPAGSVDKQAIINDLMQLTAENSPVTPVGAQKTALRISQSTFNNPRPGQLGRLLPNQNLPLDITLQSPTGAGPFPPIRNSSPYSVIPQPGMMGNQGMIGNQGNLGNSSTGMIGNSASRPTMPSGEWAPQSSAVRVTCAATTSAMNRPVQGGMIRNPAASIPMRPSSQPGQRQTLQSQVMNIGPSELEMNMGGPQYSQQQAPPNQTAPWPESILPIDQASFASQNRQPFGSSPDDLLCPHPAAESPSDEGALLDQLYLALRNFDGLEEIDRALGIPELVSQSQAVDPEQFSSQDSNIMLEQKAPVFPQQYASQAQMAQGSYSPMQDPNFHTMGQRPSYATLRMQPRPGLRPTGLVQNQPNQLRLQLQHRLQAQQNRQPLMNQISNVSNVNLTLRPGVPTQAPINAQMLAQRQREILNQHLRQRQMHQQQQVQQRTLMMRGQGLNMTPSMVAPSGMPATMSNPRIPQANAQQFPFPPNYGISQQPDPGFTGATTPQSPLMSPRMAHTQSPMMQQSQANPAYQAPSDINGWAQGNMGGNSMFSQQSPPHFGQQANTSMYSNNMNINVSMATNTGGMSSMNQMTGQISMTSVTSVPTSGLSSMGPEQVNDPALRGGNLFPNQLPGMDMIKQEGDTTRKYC
* = called active by the depositor. This is a subset; count on the stated rates, not on these rows.

SMILES | COUP-TFII inh | NCOA2 inhibitor
COc1ccc(C=Nn2c(-c3ccc(F)cc3)n[nH]c2=S)cc1OCc1ccccc1 | 0 | 1
O=C(NCc1cc(C(F)(F)F)ccc1Cl)c1cccc2c1C(=O)c1ccc(Cl)cc1S2(=O)=O | 4 | 10
COc1ccc(N2CCN(C(=O)c3ccc4c(c3)[nH]c(=S)n3c5ccccc5nc43)CC2)cc1 | 8 | 1
O=C1N2CCc3ccccc3C2CS(=O)(=O)N1Cc1ccc(F)cc1 (stereo not given) | 3 | -15
COc1cc2c3nnc(-c4ccccc4)c-3cn(Cc3ccccc3F)c2cc1OC | -24 | -15
CCn1c(Cc2cccs2)nnc1SCC(=O)Nc1cccc2ccccc12 | 2 | -1
COc1ccc(N2CCN(CCCNC(=O)COc3ccc(C)cc3)CC2)cc1 | -8 | 2
CCN(CC)C(=O)CC[C@H]1CC[C@]2(CCCN(Cc3cccs3)C2)O1 | 17 | -6
Cc1cccc(Cn2cc(COC(=O)NCCc3ccccc3)nn2)c1 | -5 | -22
O=C1[C@H](c2ccccc2)[C@@H](c2ccncc2)N1c1ccncc1 | 22 | -10
O=C(N[C@H](Cc1ccccc1)C(=O)N1CCN(Cc2ccccn2)CC1)[C@H]1O[C@@H](n2ccc(=O)[nH]c2=O)[C@H](O)[C@@H]1O | 4 | 7
CC(C)N1CCCCC(NC(=O)COCc2ccccc2)C1=O (stereo not given) | -4 | -5
O=C1NCCOc2ccccc21 | 8 | -4
Cc1ccc2c(c1)-n1c(nc3cc(C)ccc3c1=O)C(Cc1ccccc1)NC2=O (stereo not given) | 7 | 0
Clc1ccc(-c2nnc3n2N=C(c2ccc(-c4ccccc4)cc2)CS3)cc1 | -3 | 8
O=C1C=CC(=O)C(C2=C3C(=O)N(CCc4ccccc4)CC(=O)N3CCC2)=C1 | -10 | 11
Cc1[nH]c2ccccc2c1CC(=O)Nc1ccc(Oc2cccnc2)cc1 | 4 | 12
Cc1cc(C)cc(C(=O)OCCN(C)C2CN(Cc3cn(Cc4ccc([N+](=O)[O-])cc4)nn3)S(=O)(=O)C2)c1 (stereo not given) | 3 | -4
CC(C)NC(=O)[C@]1(C#N)CC(=O)N(C)[C@@H]1c1ccccc1 | -7 | 18
OC[C@@H]1CC[C@@H]2O[C@H](CCc3ccc(-c4ccc(F)cc4)cc3)[C@@H](n3cc(C4CC4)nn3)C[C@@H]2O1 | 3 | -9
COc1cccc(N2CCN(C(=O)CSc3nc4ncccc4[nH]3)CC2)c1 | 3 | -10
CN1CCN(C(=O)C23CC4CC(CC(C4)C2)C3)CC1 | 3 | -16
CCOc1ccc(-n2c(COc3ccccc3)nnc2SCC(=O)Nc2ccc3c(c2)OCCO3)cc1 | -3 | 21
Nc1nc2c(C(=O)N3CCCC3)nnn2c2ccccc12 | -33 | -65
CN1C(=O)[C@@]2(C3=C(CCCC3=O)OC3=C2C(=O)OC2(CCCCC2)C3)c2ccccc21 | 6 | 17
CCN(CC)C(=O)CC[C@@H]1CC[C@]2(CCCN(Cc3cccs3)C2)O1 | -10 | 2
Cc1ccc(-c2cc(C(=O)N=Nc3c(O)[nH]c4ccccc34)[nH]n2)cc1C | 21 | -24
C[C@H](CO)N1C[C@H](C)[C@H](CN(C)C(=O)Nc2ccc(N3CCCCC3)cc2)OCc2cnnn2CCCC1=O | -2 | -5
COC(=O)[C@H](CC(C)C)N(CCc1cn(Cc2ccccc2)nn1)S(=O)(=O)c1ccc(F)cc1Br | -52 | -4
C#CCNC(=O)C[C@H]1C[C@@]2(C(=O)OC)C(=C[C@H](C3CCCC3)O[C@@H]2C)N(Cc2ccccc2)C1=O | -17 | -7
CC(C)(C)c1cccc(N/C(=C\C(=O)c2ccccc2)c2ccccc2)c1 | -23 | -12
O=C(NC1CCCC1)C1CCN(S(=O)(=O)c2ccc3[nH]c(=O)oc3c2)CC1 | -10 | -5
CCCCCCCCN1C(=O)[C@@H](CC(=O)N2CCCC2)C[C@@]2(C(=O)OC)C1=C[C@H](C(C)C)O[C@@H]2C1CC1 | 20 | -18
Cc1nc2sc(C(=O)NCc3ccc4c(c3)OCO4)c(N)c2c(C)c1Cl | -12 | -10
CCOC(=O)[C@]12CCCC=C1N(Cc1ccc(OC)cc1)C(=O)[C@@H]2CC(=O)N1CCN(C(=O)c2ccco2)CC1 | 4 | 3
COc1ccc2c(c1)[C@@]1(OCCC=C[C@H]1C)C(=O)N2CC1CC1 | 14 | 2
CCC(CO)Nc1cccc2c1S(=O)(=O)N(Cc1cn(Cc3ccc(C(F)(F)F)cc3)nn1)Cc1ccccc1O2 (stereo not given) | 1 | 7
COc1cc(C=Nn2c(-c3ccccc3F)n[nH]c2=S)ccc1OCc1ccccc1 | -15 | -15
CC1(c2nnnn2C2CCCCC2)CSCC(=O)N1CCc1ccc(O)cc1 (stereo not given) | -7 | 0
CC1CCCCC1N(C(=O)c1cc(C2CC2)on1)C1CCCCC1 (stereo not given) | 8 | 3
Cc1nnc2nc(N)[nH]n2c1=O | -26 | -19
CCN(C(=O)[C@H]1CC(=O)O[C@@H]1c1ccccc1)c1ccccc1 | 0 | 10
COC(=O)C1=C(C)N(Cc2ccc(C(F)(F)F)cc2)C(=NCc2ccccc2C(F)(F)F)NC1c1ccc(F)cc1 (stereo not given) | -20 | -11
COc1ccc(N2CCCN(CC(=O)Nc3ccc(Cl)c(Cl)c3)CC2)cc1 | 17 | -2
CN1C(=O)c2cc(NC(=O)Nc3ccccc3F)ccc2OC[C@H]2O[C@@H](CC(=O)NCc3ccc(-c4ccccc4)cc3)CC[C@@H]21 | 7 | 8
COCCNC(=S)N1C[C@H]2CON(C)[C@H]2C[C@H]1c1ccccc1Br | 7 | 11
COc1ccc(-c2c(Cc3ccccc3)nc(NC(=O)c3ccccc3)n2Cc2ccc(OC)cc2OC)cc1 | -16 | -8
O=C(NCCc1ccccc1)OCc1cn(-c2c(F)cccc2F)nn1 | -4 | -3
O=C(NCc1ccc(C(=O)N2CCOCC2)cc1)c1cccc(Br)c1 | -1 | 5
Cc1ccc2nc3n(c(=O)c2c1)-c1ccccc1C(=O)NC3Cc1ccc(O)cc1 (stereo not given) | -10 | 5

Carrying on:
SMILES | COUP-TFII inh | NCOA2 inhibitor
CCCCCCCCN1C(=O)[C@@H](CC(=O)NCCCN2CCCC2=O)C[C@@]2(C(=O)OC)C1=C[C@H](C1CCCC1)O[C@@H]2C | 2 | -30
COC(=O)[C@]12CCCCC=C1N(Cc1ccc(OC)cc1)C(=O)[C@@H]2CC(=O)N1CCCC1 | 4 | -10
COC(=O)[C@]12C=CCN1[C@@H](c1ccc(C(F)(F)F)cc1)c1c(c3ccccc3n1S(=O)(=O)c1ccc(C)cc1)C2 | 20 | 16
CC(=O)c1cc(-c2cccc(C(C)C)c2)c(=O)n2c1CCC2 | -9 | 3
Cn1c(=O)c(Nc2ccc(Cl)cc2)c2c3c(cccc31)C(=O)c1ccccc1-2 | -9 | -18
CC(=O)Nc1ccc(OCC(C)CN2CCC(C(O)(c3ccccc3)c3ccccc3)CC2)cc1 (stereo not given) | -28 | -1
COC(=O)C1=C(C)N(Cc2ccc(Br)cc2)C(=S)NC1c1cccc(Br)c1 (stereo not given) | 17 | 12
C=CCN1C(=O)[C@@H](CC(=O)NCCCOCCCC)[C@]2(C(=O)OCC)CCCCC/C=C/12 | -5 | 7
COc1ccccc1NC(=S)OC1CCC12CCC(c1ccccc1)CC2 (stereo not given) | 2 | -8
O=C(NCCN1CCOCC1)c1cc(Sc2ccccc2Cl)nc2ccccc12 | -3 | 24
O=C(OC12CCCN(C1)/C(=C/c1ccccc1)C2)c1cccc(F)c1 (stereo not given) | -4 | -6
O=c1c2cc3cc(Cl)ccc3nc2ncn1Cc1ccc(Oc2ccccc2)cc1 | 23 | 6
COc1cccc(/C=C2\CC3(OC(=O)c4cccc(F)c4)CCCN2C3)c1 (stereo not given) | 8 | 13
O=C(Nc1nc2n(n1)C(c1ccc(Cl)cc1)CC(c1ccc(Cl)cc1)N2)c1ccco1 (stereo not given) | 2 | 10
COC(=O)C1CCN(C(=O)CCn2nnc(-c3cccs3)n2)CC1 | 14 | 8
Cn1cccc1C(=O)N1CCN(S(=O)(=O)c2ccc(Cl)s2)CC1 | 3 | -16
CCOC(=O)[C@@]12CCCC=C1N(CCc1ccc(Cl)cc1)C(=O)[C@H]2CC(=O)NCCCCc1ccccc1 | 17 | -18
COC(=O)[C@]12C[C@H](CC(=O)NCc3ccc(OC)c(OC)c3)C(=O)N(Cc3ccc(Cl)cc3Cl)C1=C[C@H](C(C)C)O[C@@H]2C1CC1 | 3 | -12
CCC(C)(C)C(=O)N1CCc2cc(S(=O)(=O)N(C)Cc3ccco3)ccc21 | -2 | -40
C[C@H]1COc2cc(Br)ccc2S(=O)(=O)N1Cc1cn(CCC2OCCO2)nn1 | -4 | 0
CC(=O)N1C[C@H]2CON(C)[C@H]2C[C@H]1c1ccccc1-c1ccccc1 | -4 | -3
COC(=O)C12C=C3CC(c4ccc(OC)cc4)=C3C(=O)N1Cc1[nH]c3ccccc3c1C2 (stereo not given) | 20 | -17
CCOC(=O)[C@]12CCCCC/C=C\1N(CCc1ccc(Cl)cc1)C(=O)[C@H]2CC(=O)NCC12CC3CC(CC(C3)C1)C2 | 1 | -25
CC(C)(C)c1ccc(-c2cn(C[C@H](Cc3ccccc3)n3c(=O)c4ccccc4n3Cc3ccco3)nn2)cc1 | 4 | 1
CC12CC(NC(=O)N1c1cccc(C(=O)NCc3ccccc3)c1)c1ccccc1O2 (stereo not given) | 0 | -38
C=CCN1C(=O)[C@@H](CC(=O)NCCCC)[C@]2(C(=O)OC)CCCCC=C12 | -4 | -6
CC(C)CNc1cccc2c1S(=O)(=O)N(Cc1cn(Cc3ccc(C(F)(F)F)cc3)nn1)Cc1ccccc1O2 | 4 | 8
Cc1ccc(S(=O)(=O)N2CCCC2C(=O)N2CCc3ccccc3C2)cc1 (stereo not given) | -19 | 13
COc1cc(/C=N/Nc2ccccc2)ccc1OC(=O)c1cccs1 | 6 | 5
CC(C)NC(=O)NC1CCN(CC(=O)Nc2ccc3c(c2)OCCO3)CC1 | -15 | 5

Record cards, as listed above.
COC(=O)[C@]12CCCCC=C1N(Cc1ccc(OC)cc1)C(=O)[C@@H]2CC(=O)N1CCCC1 in the list: COUP-TFII inh = 4; NCOA2 inhibitor = -10
CCC(C)(C)C(=O)N1CCc2cc(S(=O)(=O)N(C)Cc3ccco3)ccc21 in the list: COUP-TFII inh = -2; NCOA2 inhibitor = -40

Next compounds.
SMILES | COUP-TFII inh | NCOA2 inhibitor
Cc1[nH]c2ccccc2c1CC(=O)Nc1ccc(Nc2cccnc2)c(-c2ccc(Cl)c(Cl)c2)c1 | -19 | 13
COc1ccc(NC(=O)N(C)C[C@H]2OCCCC[C@H](C)Oc3ccc(NC(=O)Nc4cccc5ccccc45)cc3C(=O)N([C@@H](C)CO)C[C@H]2C)cc1 | 2 | 0
CCOC(=O)[C@@]12CCC3=C1N(CCC3)C(=O)[C@H](CC(=O)N1CCC(c3ccccc3)CC1)C2 | -9 | -23
CC(COc1cccc(OC(F)(F)F)c1)CN1CCC(C(O)(c2ccccc2)c2ccccc2)CC1 (stereo not given) | 6 | 15
COC(=O)C1CN(Cc2ccc(Cl)cc2)CCS(=O)(=O)N1Cc1cn(Cc2ccc(F)cc2)nn1 (stereo not given) | -1 | -3
COC(=O)C1=C(C)N(Cc2ccccc2)C(=S)NC1c1ccc(Cl)cc1 (stereo not given) | 4 | 15
CN(C)[C@H]1CCN(c2ccc3c(c2)O[C@@H]2CCN(C2)S3(=O)=O)C1 | 5 | 7
Cc1ccc(-c2nnc(SCC(=O)Nc3ccc(-c4nc5ccc(C)cc5s4)cc3)n2Cc2ccco2)cc1 | -62 | 1
O=C(NCCc1c[nH]c2ccccc12)OCc1cn(Cc2cccc(C(F)(F)F)c2)nn1 | 24 | -11
O=C(COCc1ccccc1)N1CC[C@H]2[C@H](CCCN2Cc2ccccc2)C1 | 6 | -17

Structural class, the compounds so far with bromine.
SMILES | COUP-TFII inh | NCOA2 inhibitor
COC(=O)[C@H](CC(C)C)N(CCc1cn(Cc2ccccc2)nn1)S(=O)(=O)c1ccc(F)cc1Br | -52 | -4
COCCNC(=S)N1C[C@H]2CON(C)[C@H]2C[C@H]1c1ccccc1Br | 7 | 11
O=C(NCc1ccc(C(=O)N2CCOCC2)cc1)c1cccc(Br)c1 | -1 | 5
COC(=O)C1=C(C)N(Cc2ccc(Br)cc2)C(=S)NC1c1cccc(Br)c1 (stereo not given) | 17 | 12
C[C@H]1COc2cc(Br)ccc2S(=O)(=O)N1Cc1cn(CCC2OCCO2)nn1 | -4 | 0

New compounds follow.
SMILES | COUP-TFII inh | NCOA2 inhibitor
COC(=O)[C@]12C[C@H](CC(=O)NCc3cccs3)C(=O)N(CCc3ccc(OC)c(OC)c3)C1=C[C@H](COCc1ccccc1)O[C@@H]2C | -1 | 3
COc1cc(NC(=O)C2CCCN(S(=O)(=O)c3cccs3)C2)cc(OC)c1 (stereo not given) | 21 | 27
CC1(c2nnnn2Cc2ccccc2)CCCCC(=O)N1Cc1cccs1 (stereo not given) | 3 | 6
COC(=O)[C@]12C[C@H](CC(=O)N3CCN(C(=O)C4CC4)CC3)C(=O)N(Cc3cccc4ccccc34)C1=C[C@H](C(C)C)O[C@@H]2C1CC1 | 12 | 13
C[C@@H]1OC(c2ccccc2)N(C)[C@H]2C[C@H]3c4[nH]c5cccc(-c6ccccc6)c5c4CCN3C[C@@H]12 (stereo not given in full) | 5 | 4
COc1ccc(NC(=O)NNC(=O)CCn2nc(C)c([N+](=O)[O-])c2C)cc1OC | -18 | -3
O=C(NCc1ccccc1)N1CCC(c2nc3ccc(Cl)cc3[nH]2)CC1 | -117 | -25

From PubChem
